# M1AAP inhibition: P. falciparum M1AAP inhibitors, biochemical, fluorogenic H-Leu-NHMec substrate, 1536-well (AID 1445); recombinant M1AAP, H-Leu-NHMec fluorogenic kinetic assay; higher % means a stronger effect; one-dose inhibition, % at 30 µM; IC50 in µM for titrated hits; 0.42% of 220,000 active;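 active = primary inhibition above the hit cutoff, then over 50% inhibition at one or more dose response concentrations, cut at about 23% in these data, passing the limit was not always enough; inconclusive = conflicting primary data, or primary hits not chosen for dose response; inactive = low primary inhibition, or under 50% at every dose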;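 also: plate controls were DMSO full reaction for no effect and no enzyme background for full effect; strong numbers were not always called active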
# PMI inhibition: human PMI inhibitors, high substrate, primary screen, biochemical, fluorescence intensity, high mannose 6-phosphate (AID 1220); recombinant PMI enzyme, coupled fluorescence intensity; higher % means a stronger effect; inhibition, % at 20 µM; hits with a dose series show IC50 in µM; 0.66% of 190,000 active
# UTI89 phage lysis: inhibition of K1F phage lysis, E. coli UTI89, bacterial capsule biogenesis inhibitors, alamar blue (AID 488966) | E. coli UTI89 K1F phage lysis, alamar blue, 2 h; higher % means a stronger effect | inhibition, % at 100 µM; hits with a dose series show IC50 in µM | 0.02% of 340,000 active;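 active = phage lysis inhibition, versus mean bacterial control, above a set limit; inconclusive = no clear call, values can overlap the other calls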;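 also: capsule biogenesis inhibitors block K1F phage lysis so surviving cells raise fluorescence; higher fluorescence means more inhibition of phage lysis; actives were called in the ten point dose series up to 300 µM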
# XIAP antagonists: XIAP antagonists, biochemical, IAP family, fluorescence polarization (AID 1018); XIAP BIR domain, fluorescence polarization peptide displacement; higher % means a stronger effect; one-dose displacement, % at 20 µM; IC50 in µM for titrated hits; 0.007% of 200,000 active; in the data active = displacement above about 50%; also: a part of the inactive calls stands beside numbers as strong as those of hits
# Hep lipid drop: modulators of hepatic lipid droplet formation. 0.4% of 240,000 active. AID 1656. AML12 mouse hepatocytes, oleate lipid droplets, BODIPY imaging. inhibition, % at 6.5 µM;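 active = lipid droplet intensity inhibited by at least 50%, with more than 500 cells counted; inconclusive = wells with under 300 cells, treated as cytotoxic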
#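 Technique: fluorescence imaging, 20x objective, two fields per well / Assay system: AML12 hepatocytes (mouse) / Measure: % inhibition of lipid droplet signal / Doses: 6.5 µM single-point dosing / Incubation: overnight exposure / Reagent: 100 µM oleic acid challenge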
# P. falciparum M17LAP: P. falciparum M17LAP inhibitors, primary screen, biochemical, fluorogenic H-Leu-NHMec substrate, 1536-well (AID 1619); recombinant M17LAP, H-Leu-NHMec fluorogenic kinetic assay; higher % means a stronger effect; inhibition, % at 30 µM; hits with a dose series show IC50 in µM; 0.38% of 220,000 active;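 active = compound inhibiting the enzyme by more than half at any dose during confirmatory dose-response retesting; inconclusive = strong single-dose inhibitors picked by rank but not retested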;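 also: plate controls were full reaction with DMSO carrier for no effect and no enzyme background for full effect; strong numbers were not always called active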
# SIAH1 antagonists: Siah-1 peptide-binding antagonists, primary screen, biochemical, fluorescence polarization, rhodamine-plectin, uHTS (AID 1817); Siah-1 / rhodamine-plectin peptide fluorescence polarization; higher % means a stronger effect; one-dose displacement, % at 20 µM; IC50 in µM for titrated hits; 0.02% of 290,000 active;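 active = displacement of at least 50% at 20 µM, with a fluorescence ratio check between 0.3 and a set limit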;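 also: plate controls were Siah plus tracer with DMSO for no effect and tracer alone without Siah for full effect; strong numbers were not always called active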
# TNAP activation fold: human TNAP enzyme activators, primary screen, biochemical, luminescent, no phosphate acceptor, uHTS (AID 1001) | purified TNAP, luminescent activation assay, no phosphate acceptor; higher activation fold means a stronger effect | activation fold at 20 µM, or EC50 in µM where a hit was titrated | 0.03% of 200,000 active; in the data active = activation fold from about 3, or a potency from the dose series; inactive = the rest, 99 in 100 with activation fold below about 1.6; also: many of its hits are not listed in these tables
# human PMI inhibition: inhibitors of human PMI, primary screen, biochemical, fluorescence intensity, coupled assay (AID 1209) | purified PMI enzyme, coupled fluorescence intensity; higher % means a stronger effect | inhibition, % at 20 µM; hits with a dose series show IC50 in µM | 0.42% of 190,000 active;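 also: plate controls were DMSO vehicle for no effect and wells lacking substrate for full effect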
# Hep lipid drop cells 6.5 µM: recorded beside Hep lipid drop, whose call it bears; cell count; measured here: cell count, cytotoxicity flag;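 cells counted across two imaged fields per well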
# * marks the source's active call; other numbers are inactive results; ? = inconclusive; . = not tested or not shown; [ ] = remark or other dose. Rule as the data show it, unless noted: active = inhibition above about 50%; inactive = the rest.
SMILES,M1AAP inhibition,PMI inhibition,UTI89 phage lysis,XIAP antagonists,Hep lipid drop,Hep lipid drop cells 6.5 µM,P. falciparum M17LAP,SIAH1 antagonists,TNAP activation fold,human PMI inhibition
CC(=O)Nc1sc(N/N=C/c2ccc(N(C)C)cc2)nc1-c1ccc(C)cc1,11%,.,.,.,12,679,12%,18%,.,.
O=C(Nc1ccc(F)cc1F)c1cccn1-c1ncc(C(F)(F)F)cc1Cl,-6%,9%,-1.0%,0.7%,.,.,9%,2%,1,10%
CSCC[C@H](NC(=O)C1CCN(S(=O)(=O)c2ccc(C)cc2)CC1)C(=O)NC1CCS(=O)(=O)C1 (stereo not given in full),1%,8%,2.2%[50 µM],-6.2%,-12,698,-1%,1%,1.1,7%
CCCCCCCCC(=O)N/N=C(\C)c1ccco1,-3%,11%,0.0%,-5.8%,-3,697,32%,4%,1,9%
COc1ccccc1N/C(=N/S(=O)(=O)c1ccc(C)cc1)c1ccccc1,1%,-5%,0.5%[50 µM],-4.9%,-36,672,4%,-5%,1.1,-3%
COc1cc(OC)cc(C(C(=O)NCc2ccccc2)N(Cc2ccco2)C(=O)c2ccno2)c1 (stereo not given),7%,0%,-0.1%,-3.2%,15,796,9%,3%,1.1,3%
N#Cc1nc(COc2ccccc2Cl)oc1NCc1cccnc1,-1%,5%,0.3%,-5.8%,.,.,-5%,-4%,1.1,14%
C(=N\n1cnnc1)/c1ccc(OCc2cccc3ccccc23)cc1,4%,6%,0.2%,-2.3%,21,814,11%,5%,1.1,5%
COc1cccc2cc(C(=O)C3=C(O)C(=O)N(CCN4CCOCC4)C3c3ccc(Cl)cc3)oc12 (stereo not given),5%,.,-1.1%,.,-6,747,5%,5%,.,.
N#Cc1c2n(c(=S)n(-c3ccccn3)c1=O)CCCCC2,3%,-31%,0.2%,1.9%,0,638,10%,-1%,1.2,-15%
Cc1cn(C(=O)CN2C(=O)c3ccccc3C2=O)c(C)n1,11%,10%,1.2%,-0.7%,3,706,11%,2%,1.1,13%
Cc1cc(N/N=C\c2ccc(Br)cc2)nc(-n2nc(C)cc2C)n1,5%,.,-0.6%,.,6,719,6%,4%,.,.
Cc1c(Br)cc(C(=O)O)c(C)c1C,6%,-7%,0.2%,-5.1%,4,765,6%,0%,1,-1%
COc1ccc(Cn2c(=O)[nH]c3cc(C(=O)NC4CCN(Cc5ccccc5)CC4)ccc32)cc1,3%,-1%,1.3%,-4.9%,-5,693,7%,0%,1,8%
Cc1cc(C)nc(N/N=C/c2ccccc2)n1,4%,-2%,1.2%,-4.4%,-16,704,22%,4%,1.1,-3%
COCCNc1cc(C)c(C#N)c2nc3ccccc3n12,-4%,18%,0.0%,-4.5%,-2,540,-77%,3%,1.1,19%
CCN(CC)CCNCC(O)(c1ccc(Cl)cc1)c1ccc(Cl)cc1,3%,-10%,1.4%,-8.8%,-4,596,2%,-3%,1,-9%
CCOC(=O)c1cc(NC(=O)N(CC)CC)c(C)nc1C,-6%,-6%,8.1%,-5.8%,13,796,0%,-2%,1.2,-8%
Cn1c(CCNC(=O)c2ccco2)nc2cc(NC(=O)NC3CCCCC3)ccc21,-1%,1%,0.4%,-8.0%,-2,692,2%,-8%,1.1,7%
COc1ccc(CCN(CC(=O)NC2CCCC2)C(=O)Cn2nnc(-c3ccc(C)o3)n2)cc1OC,.,3%,-0.9%,-7.9%,3,677,.,1%,1.1,4%
COCCOC(=O)c1c(C)oc2ccc(NS(=O)(=O)c3ccccc3)cc12,3%,15%,1.7%,-4.8%,-11,714,0%,4%,1.1,23%
COCCCn1c(SCC(=O)NC(C)(C)C)nnc1-c1cccs1,0%,.,0.2%,.,6,710,10%,0%,.,.
CC(C)(C)NC(=O)COC(=O)c1ccccc1OCC(=O)Nc1ccc(Br)cc1,13%,7%,0.1%,-9.6%,-4,652,-10%,-6%,1,9%
C/C(=N\NC(=O)c1nn(C)c(C)c1Br)c1cccc(NC(=O)c2ccoc2C)c1,-2%,-2%,2.3%[50 µM],1.1%,-21,684,22%,7%,1,-8%
Nc1cccc(CN2CCCC2)c1,7%,8%,-0.5%,-19%,0,731,0%,-2%,1,5%

# Reprinted from the part before: 2 compounds, followed by the next part.
SMILES,M1AAP inhibition,PMI inhibition,UTI89 phage lysis,XIAP antagonists,Hep lipid drop,Hep lipid drop cells 6.5 µM,P. falciparum M17LAP,SIAH1 antagonists,TNAP activation fold,human PMI inhibition
C/C(=N\NC(=O)c1nn(C)c(C)c1Br)c1cccc(NC(=O)c2ccoc2C)c1,-2%,-2%,2.3%[50 µM],1.1%,-21,684,22%,7%,1,-8%
Nc1cccc(CN2CCCC2)c1,7%,8%,-0.5%,-19%,0,731,0%,-2%,1,5%
CCOc1ccc(NC(=O)CC2C(=O)N(c3ccccc3)C(=O)N2CCOC)cc1 (stereo not given),0%,2%,5.6%,-5.2%,-12,662,1%,-4%,1,0%
CC(=O)C(Sc1nc(-c2ccc(F)cc2)nc2c1c(=O)n(C)c(=O)n2C)C(C)=O,-3%,1%,.,-5.5%,2,734,-1%,5%,1.1,5%
CCOC(=O)CNS(=O)(=O)c1ccc(S(=O)(=O)N2CCCC2)cc1,-3%,10%,3.8%,24%,0,726,-11%,4%,1.1,7%
COc1ccc(-c2csc(=Nc3ccccc3)n2CCO)cc1,1%,-8%,0.2%,-0.8%,2,698,16%,5%,1.1,1%
CCOc1cc(CNc2cccc3ccccc23)cc(Br)c1OCC(=O)NC(C)(C)C,14%,17%,7.3%,-1.7%,-1,798,-9%,2%,1.2,15%
O=C(CS(=O)(=O)c1cn(Cc2ccc(Cl)cc2)c2ccccc12)N1CCCC1,21%,-4%,-1.5%,-1.4%,.,.,5%,1%,1.1,-4%
O=C(Nc1ccccc1F)Nc1ccccc1OC(F)F,9%,2%,0.1%,-5.1%,-20,718,-2%,-3%,1.1,1%
CCN(CC)C(=O)CSc1nnc(-c2cnccn2)n1-c1ccccc1,1%,4%,0.2%,-2.5%,.,.,-5%,0%,1,-3%
CCCc1cc(-c2nc(N)ncc2-c2csc(C)n2)c(O)cc1OC,0%,0%,-0.7%,0.1%,6,689,-4%,2%,1.2,4%
CN(c1cccc(NC(=O)Nc2ccc(Cl)cc2)c1)S(C)(=O)=O,10%,14%,5.8%,-13%,.,.,-12%,-2%,1.1,16%
Cc1ccnc(NC(=O)c2cc3c(=O)oc4ccc(C)cc4c3s2)c1,1%,.,0.4%,.,-10,656,6%,3%,.,.
Fc1cccc(Cn2ccc(-c3ccc4c(c3)OCO4)n2)c1,7%,17%,0.3%,-2.7%,-14,472,-11%,-4%,1.1,20%
O=C(NN1CCOCC1)c1cc(-c2ccc(Br)s2)nc2ccccc12,1%,-1%,-0.1%,-6.4%,-27,637,-24%,1%,1.1,-6%
Cc1cc(NC(=O)C(C)C)ncc1NC(=O)c1cccc(F)c1,3%,-13%,-0.2%,-6.6%,.,.,-7%,-4%,1,-7%
COC(=O)N/N=C\C=C\c1ccc2c(c1)OCO2,6%,-3%,0.2%,-1.2%,-20,696,1%,10%,1.1,-4%
COc1ccccc1-c1nn2c(C3COc4ccccc4O3)nnc2s1 (stereo not given),3%,19%,-0.4%,-4.9%,.,.,-9%,-7%,1,58%*
Fc1cc(NCc2ccccc2)nc(NCc2ccccc2)n1,14%,6%,-2.4%,-8.2%,-1,686,9%,-6%,1,6%
CC(C)CN(C)C(=O)CCc1nnc(Cc2cccc(C(F)(F)F)c2)o1,6%,10%,0.0%,-5.8%,-7,729,5%,-5%,1.1,10%
Cc1cc(C)n(C(=O)c2c([N+](=O)[O-])c(C)nn2C)n1,0%,6%,0.1%,-0.4%,-10,682,0%,5%,1,2%
Cc1ccccc1C(=O)NC(=S)NCCN1CCOCC1,0%,-4%,4.9%,-0.3%,-10,683,-11%,-2%,1,-10%
Cc1ccc(C)c(NC(=O)c2ccc3ccccc3n2)c1,4%,-3%,0.4%,0.1%,0,748,1%,-1%,1.1,-1%
COc1ccc(OC)c(C2N(c3cc(C)on3)C(=O)C3CCCN32)c1 (stereo not given),13%,-2%,0.1%,-2.3%,.,.,6%,0%,1,-5%
O=C1c2cccc([N+](=O)[O-])c2C(=O)N1c1c[nH]c(=O)[nH]c1=O,8%,0%,0.1%,-2.5%,18,699,-8%,-3%,1.1,-16%
COCCCNc1nc(N)c([N+](=O)[O-])c(Nc2cc(OC)ccc2OC)n1,2%,.,.,.,-2,665,9%,0%,.,.
O=C(O)c1cccc(CN2C(=O)SC(Nc3cccc4ccccc34)C2=O)c1 (stereo not given),5%,40%,4.0%,-2.7%,-16,737,?,-9%,1.1,12%

# A different layout for part of the listing above:
compound	M1AAP inhibition	PMI inhibition	UTI89 phage lysis	XIAP antagonists	Hep lipid drop	Hep lipid drop cells 6.5 µM	P. falciparum M17LAP	SIAH1 antagonists	TNAP activation fold	human PMI inhibition
COc1ccccc1-c1nn2c(C3COc4ccccc4O3)nnc2s1 (stereo not given)	3%	19%	-0.4%	-4.9%	.	.	-9%	-7%	1	58%*
Fc1cc(NCc2ccccc2)nc(NCc2ccccc2)n1	14%	6%	-2.4%	-8.2%	-1	686	9%	-6%	1	6%
CC(C)CN(C)C(=O)CCc1nnc(Cc2cccc(C(F)(F)F)c2)o1	6%	10%	0.0%	-5.8%	-7	729	5%	-5%	1.1	10%

# Later entries.
SMILES,M1AAP inhibition,PMI inhibition,UTI89 phage lysis,XIAP antagonists,Hep lipid drop,Hep lipid drop cells 6.5 µM,P. falciparum M17LAP,SIAH1 antagonists,TNAP activation fold,human PMI inhibition
O=C(O)COc1ccc(/C=N/NC(=O)c2ccccc2Br)cc1,-3%,0%,0.1%,-7.5%,-5,704,-5%,4%,1.1,8%
CCc1nc(C)cn1S(=O)(=O)c1cc(C)c(OC)c(C)c1C,3%,7%,3.9%,-5.2%,-12,774,-5%,-1%,1.1,8%
Cc1ccc(-c2csc3nnc(SCC(=O)NCc4ccco4)n23)cc1,16%,3%,7.1%,1.5%,-11,661,1%,5%,1,-2%
CCC(Oc1ccc2c(=O)c(-c3ccccc3OC)coc2c1)C(=O)OCc1ccccc1 (stereo not given),5%,42%,1.7%,-6.7%,-5,605,-8%,-3%,1,24%
CCN(CC)c1ccc(S(=O)(=O)N2CCOCC2)cc1NS(C)(=O)=O,-2%,-9%,.,-5.0%,-3,660,0%,8%,1.1,-18%
O=C(NNC(=S)Nc1ccc(Br)cc1Cl)c1ccco1,6%,0%,1.4%[50 µM],-1.8%,1,684,-5%,6%,2.2,18%
CCOC(=O)NC(c1ccccc1)C1CCCCC1=O (stereo not given),13%,12%,1.0%,-4.4%,-4,687,4%,4%,1.1,14%
Brc1cnc2nc[nH]c2c1,5%,.,0.3%,.,0,670,-8%,11%,.,.
O=C(Nc1ccc2c(c1)OCO2)N1CCCc2ccccc21,2%,.,0.4%,.,0,724,0%,14%,.,.

# Source: PubChem (several laboratories)
